Chronic BCR inh: inhibitors of chronic active B-cell receptor signaling | ABC-DLBCL IkBa-CBG/CBR reporter, luminescence ratio, 4 h | Potency, µM (doses to about 46.1 µM), without a hit: at the highest dose ratio change, negative = lower green/red ratio, actives largely listed as inhibitors | 340,000 tested, 0.05% active; active = well fitted inhibition curve with a large enough effect in the signal ratio, with a control signal flat, not every such curve was filed as active; inconclusive = small, poorly fitted or top-dose-only effect, or effect the other way, or a change in a side signal; the % refers to the signal ratio;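 note: potency is the fitted concentration of half-maximal effect; plate controls were basal doxycycline-induced cells for no effect and cells given 10 µM MG132 for full effect; MG132 reads +100%, hits lower the ratio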
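Concentration-response series (up to 46 uM) were applied to TMD8 dual-reporter cells for 4 h at 37C with doxycycline. Green/red ratio, after filter-overlap correction, defined %Activity; red signal alone was normalised to basal cells and zero luminescence.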
TSG101-PTAP inh: blocks PTAP/TSG101 interaction to inhibit HIV-1 budding. Q99816. Fluorescence polarization, FITC-PTAP peptide / Tsg101 binding. Potency, µM (top dose mostly 115 µM), for inactives: at the top dose activity change, negative = inhibition, most hits filed as inhibitors. 340,000 tested, under 10 active. AID 493005; active = well fitted inhibition curve with a large enough effect in the main read-out, with a control signal flat, not every such curve was filed as active; inconclusive = small, poorly fitted or top-dose-only effect, or effect the other way, or a change in a side signal; inactive = no such curve, though single readings can be large or run the other way; note: potency is the fitted concentration of half-maximal effect; % of control where 0% means no effect
Target sequence (Q99816 whole entry, looked up): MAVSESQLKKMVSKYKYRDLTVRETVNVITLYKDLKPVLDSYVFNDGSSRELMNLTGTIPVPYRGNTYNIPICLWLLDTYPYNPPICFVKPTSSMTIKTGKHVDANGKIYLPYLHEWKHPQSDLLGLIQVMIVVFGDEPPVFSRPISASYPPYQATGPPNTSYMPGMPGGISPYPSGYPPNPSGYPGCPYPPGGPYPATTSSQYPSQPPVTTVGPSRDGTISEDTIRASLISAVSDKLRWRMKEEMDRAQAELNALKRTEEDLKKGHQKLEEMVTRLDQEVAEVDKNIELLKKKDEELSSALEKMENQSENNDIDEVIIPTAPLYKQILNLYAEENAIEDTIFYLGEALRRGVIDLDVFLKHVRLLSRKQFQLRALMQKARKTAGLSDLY
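Steps: Tsg101 binding domain dispensed (10 uM final), compounds pinned in DMSO, FITC-labeled PTAP-motif peptide added (50 nM final); after 20 min binding at room temperature, polarization measured.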
ASM inhibitor: inhibitors of human secretory acid sphingomyelinase | P17405 | placental ASM, HMU-PC fluorogenic substrate, 60 min | Potency, µM (doses to about 57.5 µM), for inactives: at the top dose activity change, negative = inhibition, hits mostly inhibitors | 340,000 tested, 0.006% active; note: potency is the fitted concentration of half-maximal effect
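qHTS format. ASM enzyme prepared from human placenta hydrolyses the fluorogenic substrate HMU-PC0 (9 uM final) over 60 min at 37 °C after a 10 min compound preincubation.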
TSHR antag: human thyrotropin receptor antagonism. P16473. TSHR-expressing cells, TSH-stimulated cAMP HTRF, 2 h; active compounds read low. activity change, negative = inhibition, % at 11.5 µM. 330,000 tested, 0.2% active. AID 504810;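 active = activity change below a set negative limit, meaning inhibition stronger than a set level, cut at about -70% in these data; inconclusive = activity change between two set negative limits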; note: % is set by controls: 0 for no effect and ±100 for the full control effect
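Inhibition of cAMP made by TSHR-expressing cells under TSH stimulation (4nM final, EC80; 2 h, 37 deg C) is quantified with a one-step lysis HTRF kit, anti-cAMP cryptate versus cAMP-d2.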
Eya2 inh: blocks the phosphatase activity of human Eya2. Potency, µM (titrated, usually from 76.9 µM), inactives show at the top dose activity, negative = inhibition, usual class: inhibitors. AID 488837. recombinant Eya2, OMFP fluorescence dephosphorylation (OMFP is methylfluorescein phosphate). 330,000 tested, 0.006% active; note: potency is the fitted concentration of half-maximal effect; % is set by controls: 0 for no effect and ±100 for the full control effect
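Eya2 protein (added as 0.2 uM solution) was preincubated with compound for 10 min at ambient temperature in 50 mM HEPES pH 7.5, 50 mM NaCl, 5 uM MgCl2, 0.05% BSA, 1 mM DTT. OMFP (added at 50 uM) then reacted 10 min; fluorescence read at 485/525 nm.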
TCR activator: activates T cell receptor signaling. Potency, µM (titrated, usually from 9.22 µM), inactives show at the top dose activation of IL-2 secretion, hits mostly activators. 330,000 tested, under 10 active. primary human leukocytes, anti-CD3, IL-2 HTRF, 48 h. AID 504894; note: % of control where 0% means no effect
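Readout: HTRF IL-2, Eu-cryptate/d2 antibody pair, 320nm excitation, 665nm emission. Stimulus: a-CD3 beads, no co-stimulation. Cells: primary human leukocytes. Exposure: 48 hr with compound.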
Mito fusion yeast: blocks mitochondrial division or promotes mitochondrial fusion; AID 485298; S. cerevisiae fusion-defective mutant growth rescue, CellTiterGlo 48 h; Potency, µM (highest dose often 46.1 µM), for the others: at the top dose growth rescue (activation), hits mostly activators; 320,000 tested, 0.23% active;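 note: potency is the fitted concentration of half-maximal effect; % of control where 0% means no effect; nearly all actives have a fitted effect of over 45% in size; temperature-sensitive fusion mutants such as fzo1-1 at 37 °C on non-fermentable ethanol glycerol medium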
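S. cerevisiae fusion-defective temperature-sensitive mutants (e.g. fzo1-1, mgm1-5) grown 48 h at 37C in YPEG (ethanol/glycerol non-fermentable) medium with 23 nl compound per well; growth rescue read as CellTiterGlo luminescence.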
Tb PFK inh: inhibitors of T. brucei phosphofructokinase; Potency, µM (top dose mostly 57.5 µM), for inactives: at the top dose activity, negative = inhibition, actives largely listed as inhibitors; 330,000 tested, 0.17% active; O15648; T. brucei PFK, ADP-Glo luminescence; AID 485367;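 note: potency is the fitted concentration of half-maximal effect; 0% = uninhibited 1x PFK enzyme wells and -100% = no-enzyme wells; nearly all actives have a fitted effect of over 60% in size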
Target sequence (O15648 whole entry, looked up): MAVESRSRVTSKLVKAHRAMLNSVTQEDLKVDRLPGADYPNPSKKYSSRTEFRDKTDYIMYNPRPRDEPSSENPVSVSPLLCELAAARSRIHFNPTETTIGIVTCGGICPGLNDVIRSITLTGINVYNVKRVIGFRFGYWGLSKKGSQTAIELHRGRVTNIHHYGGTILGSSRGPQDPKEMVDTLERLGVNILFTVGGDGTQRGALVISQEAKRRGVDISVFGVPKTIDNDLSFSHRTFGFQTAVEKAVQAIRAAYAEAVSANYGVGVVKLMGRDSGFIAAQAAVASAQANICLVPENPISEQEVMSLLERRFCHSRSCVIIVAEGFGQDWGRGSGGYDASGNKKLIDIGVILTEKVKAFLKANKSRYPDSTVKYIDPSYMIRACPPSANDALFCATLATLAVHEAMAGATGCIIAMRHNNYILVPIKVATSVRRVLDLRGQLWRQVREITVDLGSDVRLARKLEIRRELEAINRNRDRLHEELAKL
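In TEA buffer at pH 8.0 with 5 mM MgCl2, enzyme (1.25 nM) converted F6P (0.5 mM) and ATP (0.1 mM) for 45 min at room temperature. ADP product was read by luciferase luminescence.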
a7 integrin act: activates integrin-mediated alleviation for muscular dystrophy | alpha7betagal myoblasts, beta-gal FDG fluorescence, 48 h | Potency, µM (top dose mostly 38.3 µM), inactives show at the top dose activation, usual class: activators | 350,000 tested, 0.064% active;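 note: potency is the fitted concentration of half-maximal effect; 100% = response of the positive control SU9516; nearly all actives have a fitted effect of over 60% in size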
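alpha7betagal+/- myoblasts (passage 13, 250/well) treated 48 h at 37C with compounds at 1:260 dilution of DMSO stock. Lysed, then beta-galactosidase activity read as FDG fluorescence (ex 480/em 540) after 30 min, with pre-read for autofluorescence.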
ELG1 DNA repair: inhibitors of ELG1-dependent DNA repair in HEK293T cells | HEK293T ELG1-luciferase reporter, luminescence, 16 h; DNA damage induced by 5-fluorouridine | Potency, µM (titrated, usually from 46.1 µM), without a hit: at the top dose activity change, negative = inhibition, most hits filed as inhibitors | 330,000 tested, 2.3% active | AID 504467; note: potency is the fitted concentration of half-maximal effect; % is set by controls: 0 for no effect and ±100 for the full control effect; nearly all actives have a fitted effect of over 55% in size
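Luminescence from the luciferase reporter, measured 30 min after ONE-Glo reagent at room temperature, was the read-out. Beforehand, 2,000 cells per well were exposed for 16 hr at 37 °C to 5-fluorouridine together with compound or vehicle.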
A-T KAP1 phos: potential ataxia-telangiectasia treatments restoring KAP-1 phosphorylation. Potency, µM (highest dose often 57.5 µM), without a hit: top-dose activation, usual class: activators. 320,000 tested, 0.19% active. […] A-T fibroblasts, KAP-1 phosphorylation AlphaLISA; neocarzinostatin DNA damage 30 min before lysis; note: potency is the fitted concentration of half-maximal effect; % of control where 0% means no effect; nearly all actives have a fitted effect of over 45% in size
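ATM-like activity read as KAP-1 phosphorylation via AlphaLISA donor/acceptor antibody pairs after lysis and 6 hr at 25C. Cells were ATM-null patient fibroblasts ([…], hTERT), dosed 60 min, then exposed to the DSB inducer NCS for 30 min.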
Starred values were filed as active, the others as inactive; [ ] = remark or other dose. Unless noted, calls come from the whole dose curve; as a rule, active = well fitted curve in the direction sought with a large enough effect; inconclusive = small, poorly fitted or top-dose-only effect, or another doubt; inactive = no such curve, though single readings can be large; an effect the other way counts as inactive or inconclusive.

For CC(C)Cc1nnc(NC(=O)CCC(=O)N2CCC3(CC2)OCCO3)s1 the results were Chronic BCR inh 0%, TSG101-PTAP inh -1%, ASM inhibitor 2%, TSHR antag -3, Eya2 inh -25%, TCR activator 2%, Mito fusion yeast -5%, Tb PFK inh 2%, a7 integrin act -5%, ELG1 DNA repair 13% and A-T KAP1 phos -5%.
C=CCOc1nc(-c2ccccc2Cl)nc2ccccc12 was read as Chronic BCR inh -1%, TSG101-PTAP inh 3%, ASM inhibitor -3%, TSHR antag -7, Eya2 inh 2%, TCR activator 1%, Mito fusion yeast -1%, Tb PFK inh 0%, a7 integrin act -26%, ELG1 DNA repair -7% and A-T KAP1 phos inconclusive.
CC1(C)C(c2ccccc2)=NC(c2cccnc2)=[N+]1[O-] was read as Chronic BCR inh inconclusive, TSG101-PTAP inh -2%, ASM inhibitor -6%, TSHR antag 26, Eya2 inh -1%, TCR activator 1%, Mito fusion yeast 2%, Tb PFK inh 1%, a7 integrin act -22%, ELG1 DNA repair 10% and A-T KAP1 phos 0%.
For CCOC(=O)C1=C(C)N(C)C2(C)CC1c1ccccc1O2 (configuration not stated) the results were Chronic BCR inh 4%, TSG101-PTAP inh -7%, ASM inhibitor -1%, TSHR antag 5, Eya2 inh -5%, TCR activator -8%, Mito fusion yeast 2%, Tb PFK inh 0%, a7 integrin act 1%, ELG1 DNA repair inconclusive and A-T KAP1 phos 4%.
`COc1ccc2ccc(O)c(CN3CC=C(c4ccccc4)CC3)c2c1` gave Chronic BCR inh inconclusive, TSG101-PTAP inh -1%, ASM inhibitor -4%, TSHR antag -4, Eya2 inh 8%, TCR activator 3%, Mito fusion yeast 1%, Tb PFK inh 0%, a7 integrin act -19%, ELG1 DNA repair 8% and A-T KAP1 phos 10%.
Screening CCOP(=O)(OCC)c1nc(-c2ccccc2)oc1NCc1ccccc1 returned Chronic BCR inh -4%, TSG101-PTAP inh -3%, ASM inhibitor -5%, TSHR antag 8, Eya2 inh -1%, TCR activator 7%[46.1 µM], Mito fusion yeast 10%, Tb PFK inh 2%, a7 integrin act 1%, ELG1 DNA repair inconclusive and A-T KAP1 phos -11%.
Screening OC[C@H]1O[C@@H](n2cnc3cc(Cl)c(Cl)cc32)[C@H](O)[C@@H]1O returned Chronic BCR inh inconclusive, TSG101-PTAP inh -1%, ASM inhibitor 3%, TSHR antag -6, Eya2 inh 10%, TCR activator 3%, Mito fusion yeast 0%, Tb PFK inh 0%, ELG1 DNA repair 8.9µM* and A-T KAP1 phos 7%.
For O=C(NC(=S)N1C[C@H]2C[C@H](C1)c1cccc(=O)n1C2)c1ccc(Cl)cc1 the results were Chronic BCR inh 10%, TSG101-PTAP inh -1%, ASM inhibitor -2%, TSHR antag 16, Eya2 inh 2%, TCR activator 5%, Mito fusion yeast -2%, Tb PFK inh -3%, a7 integrin act 8%, ELG1 DNA repair 3% and A-T KAP1 phos -6%.
`COc1ccc(OCC(=O)Nc2ccc(Cl)cc2C(=O)c2ccccc2)cc1` gave Chronic BCR inh 7%, TSG101-PTAP inh -7%, ASM inhibitor -5%, TSHR antag 4, Eya2 inh -3%, TCR activator 2%, Mito fusion yeast 0%, Tb PFK inh -5%, a7 integrin act -3%, ELG1 DNA repair 10% and A-T KAP1 phos 0%.
Screening COc1cc(C(=O)Nc2ccc(Br)cc2C(=O)c2ccccc2Cl)cc(OC)c1OC returned Chronic BCR inh 3%, TSG101-PTAP inh 1%, ASM inhibitor -11%, TSHR antag 1, Eya2 inh 5%, TCR activator 9%[46.1 µM], Mito fusion yeast 1%, Tb PFK inh -2%, a7 integrin act -23%, ELG1 DNA repair -18% and A-T KAP1 phos -6%.
For Cc1ccc(-n2c(O)c(C=NCCC3=CCCCC3)c(=O)[nH]c2=O)cc1 the results were Chronic BCR inh 5%, TSG101-PTAP inh -2%, ASM inhibitor 0%, TSHR antag 10, Eya2 inh -13%, TCR activator -7%, Mito fusion yeast 4%, Tb PFK inh -3%, a7 integrin act 0%, ELG1 DNA repair -1% and A-T KAP1 phos -4%.
`C[C@]12CCC3C(CC[C@H]4C[C@@H](O)CC[C@]34C)C1C[C@@H](O)[C@]2(C)O` (some centres not stated) gave Chronic BCR inh 2%, TSG101-PTAP inh -4%, ASM inhibitor 2%, TSHR antag 9, Eya2 inh -3%, TCR activator -7%, Tb PFK inh 1%, a7 integrin act 0%, ELG1 DNA repair -14% and A-T KAP1 phos 3%.
`CCCCc1nc2ccccc2c(=O)n1-c1ccccc1O` gave Chronic BCR inh 8%, TSG101-PTAP inh -1%, ASM inhibitor 5%, TSHR antag 14, Eya2 inh inconclusive, TCR activator -9%, Mito fusion yeast 2%, Tb PFK inh -5%, a7 integrin act -19%, ELG1 DNA repair 18% and A-T KAP1 phos -7%.
`O=c1[nH]c(=S)n(-c2ccccc2)c(O)c1/C=N/N1CCCCC1c1cccnc1` (configuration not stated) gave Chronic BCR inh 2%, TSG101-PTAP inh 8%, ASM inhibitor -2%, TSHR antag 4, Eya2 inh 6%, TCR activator -6%, Mito fusion yeast 0%, Tb PFK inh -14%, a7 integrin act -9%, ELG1 DNA repair 1% and A-T KAP1 phos -8%.
`CC12CCCCC1N(O)CN2O` (configuration not stated) gave Chronic BCR inh 1%, TSG101-PTAP inh -5%, ASM inhibitor -3%, TSHR antag -10, Eya2 inh -4%, TCR activator -2%, Mito fusion yeast 4%, Tb PFK inh 1%, a7 integrin act -34%, ELG1 DNA repair 1% and A-T KAP1 phos 3%.
For Clc1ccccc1CN1CCN(c2ccccc2)CC1 the results were Chronic BCR inh 14%, TSG101-PTAP inh -8%, ASM inhibitor 6%, TSHR antag -8, Eya2 inh 3%, TCR activator 16%, Mito fusion yeast 3%, Tb PFK inh -3%, a7 integrin act -15%, ELG1 DNA repair -2% and A-T KAP1 phos -3%.
`COC(=O)C1=C(c2c(C)noc2C)C[C@@H]2CC[C@H]1N2C(=O)N1CCCCC1` gave Chronic BCR inh -5%, TSG101-PTAP inh -3%, ASM inhibitor 0%, TSHR antag 1, Eya2 inh 3%, TCR activator -1%, Mito fusion yeast -2%, Tb PFK inh 0%, a7 integrin act 14%, ELG1 DNA repair inconclusive and A-T KAP1 phos 2%.
Screening c1cc2c(cc1CCNC1CCCCCC1)OCO2 returned Chronic BCR inh -7%, TSG101-PTAP inh 1%, ASM inhibitor 4%, TSHR antag 2, Eya2 inh -12%, TCR activator -5%[46.1 µM], Mito fusion yeast -2%, Tb PFK inh -1%, a7 integrin act -23%, ELG1 DNA repair -16% and A-T KAP1 phos -4%.
Screening CCCNC(=O)NC(=O)COc1ccc(-c2ccc(C#N)cc2)cc1 returned Chronic BCR inh -2%, TSG101-PTAP inh -4%, ASM inhibitor 2%, TSHR antag -10, Eya2 inh -1%, TCR activator -2%, Mito fusion yeast -4%, Tb PFK inh -5%, a7 integrin act inconclusive, ELG1 DNA repair 0% and A-T KAP1 phos 11%.
Screening CCC(C)N1C(=O)/C(=C/c2ccc3c(c2)CCN3CCCCl)C(=O)NC1=S (configuration not stated) returned Chronic BCR inh 13%, TSG101-PTAP inh -1%, ASM inhibitor 6%, TSHR antag 2, Eya2 inh 3%, TCR activator -9%[46.1 µM], Mito fusion yeast 1%, Tb PFK inh 0%, a7 integrin act 7%, ELG1 DNA repair 25% and A-T KAP1 phos 1%.

High-throughput results from PubChem BioAssay.

An excerpt, so the mix of outcomes need not match the whole.
